Screens deposited in PubChem BioAssay by National Center for Advancing Translational Sciences (NCATS).
L3MBTL1 block: L3MBTL1 (human) inhibition. Q9Y468. AlphaScreen L3MBTL1–H3K9me1 peptide binding. Potency, µM (doses to about 57.1 µM), inactives show at the top dose activity, negative = inhibition, usual class: inhibitors. 0.66% of 230,000 active. AID 485360; active means well fitted inhibition curve with a large enough effect; inconclusive means small, poorly fitted or top-dose-only effect; inactive means no such curve, though single readings can be large or run the other way; further: nearly all actives have a fitted effect of over 60% in size
Target sequence (Q9Y468 whole entry, looked up): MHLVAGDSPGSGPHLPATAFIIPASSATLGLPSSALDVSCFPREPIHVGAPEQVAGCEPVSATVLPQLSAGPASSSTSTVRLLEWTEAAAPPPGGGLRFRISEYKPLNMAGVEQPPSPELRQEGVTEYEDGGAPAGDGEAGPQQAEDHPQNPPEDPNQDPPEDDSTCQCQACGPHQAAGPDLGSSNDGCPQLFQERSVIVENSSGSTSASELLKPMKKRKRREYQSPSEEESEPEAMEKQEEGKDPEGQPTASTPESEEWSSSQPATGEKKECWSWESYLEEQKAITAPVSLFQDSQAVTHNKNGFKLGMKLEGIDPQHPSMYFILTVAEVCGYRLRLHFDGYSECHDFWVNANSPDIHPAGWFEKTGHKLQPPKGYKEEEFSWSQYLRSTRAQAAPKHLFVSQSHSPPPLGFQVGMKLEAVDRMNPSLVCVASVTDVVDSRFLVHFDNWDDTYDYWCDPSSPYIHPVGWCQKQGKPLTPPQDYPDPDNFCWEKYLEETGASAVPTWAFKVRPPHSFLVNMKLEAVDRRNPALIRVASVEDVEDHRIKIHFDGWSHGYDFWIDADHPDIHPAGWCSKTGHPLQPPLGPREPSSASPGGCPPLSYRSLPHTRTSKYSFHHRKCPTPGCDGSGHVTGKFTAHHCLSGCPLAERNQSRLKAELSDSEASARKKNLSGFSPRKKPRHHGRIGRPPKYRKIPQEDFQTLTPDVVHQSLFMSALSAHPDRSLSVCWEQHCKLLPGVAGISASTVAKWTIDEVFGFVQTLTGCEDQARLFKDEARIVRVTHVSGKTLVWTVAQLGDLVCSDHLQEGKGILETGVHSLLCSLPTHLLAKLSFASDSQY
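AlphaScreen proximity signal between nickel-chelate acceptor and streptavidin donor beads (final 10 ug/mL) reports binding of 50 nM L3MBTL1 to 75 nM biotin-H3 K9me1 peptide; complex incubated with compounds 30 min at room temperature; cefsulodin titration as control.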
* = called active by the depositor; ? = inconclusive; & = joins results of further samples; [ ] = another dose, or the depositor's remark. On the % scale 0 is the no-effect control and ±100 the full control effect; potency means the concentration at half of the fitted maximal effect. Not all compounds are listed, so the mix of outcomes need not match the whole.

L3MBTL1 block	compound
1%	O=C(Cc1cccs1)NCc1ccc(Cl)cc1
0%[2.29 µM]	CC1(C)CC(NC(=O)Cc2ccccc2)CC(C)(C)N1
2%	CC(=O)OC(C(=O)Nc1nccs1)c1ccccc1 (centres undefined)
-2%	Cc1nn(-c2ccccc2)c(C)c1-c1ccccc1O
-2%	COc1ccc(Nc2nc(C)cc(C)c2C#N)c(OC)c1
-2%	Cc1cc(C(C)(C)C)cc(C)c1COC(=O)CN1C(=O)NC2(CCCC2)C1=O
8%	NC(=O)NC(=O)C(c1ccccc1)N1CCN(S(=O)(=O)c2ccc(Br)s2)CC1 (centres undefined)
0%	COc1cc(CN2CCN(C(=O)c3cccc4ccccc34)CC2)cc(OC)c1OC
4%	CCN(Cc1ccc(Cl)s1)C(=O)c1cccc(OCc2c(C)noc2C)c1
-3%	COc1ccc(OC)c(N2C(=O)CC(NNC(=O)c3ccc4c(c3)OCO4)C2=O)c1 (centres undefined)
5%	O=C(COC(=O)c1ccc(N2CCCC2=O)cc1)Nc1ccccc1
-1%	CN(CC(=O)NCc1ccc2c(c1)OCO2)S(=O)(=O)c1ccc(Cl)cc1
3%	O=C(NC1CCS(=O)(=O)C1)c1cccc(Br)c1 (centres undefined)
-3%	CN1CCN(C(=O)c2ccc(Cl)cc2)CC1
45%[activator]	CC(C)[C@]1(c2ccc(Cl)cc2)ON(c2ccccc2C(F)(F)F)C1=O
4%	CC(=O)c1ccc(N=C2C(=O)Nc3ccccc32)cc1
10%	CCOc1ccccc1NC(=O)COC(=O)c1ccc(S(=O)(=O)N2CCCC2)cc1
1%	CC(NC(=O)COC(=O)c1ccc2c(=O)n3c(nc2c1)CCCCC3)c1ccccc1 (centres undefined)
-6%	CCOC(=O)[C@@H]1[C@H]2COc3ccc(Br)cc3[C@H]2N2C(=O)N(c3cccc(F)c3)C(=O)[C@]12C
5%	CCCN(CC(=O)Nc1ccccc1C)C(=O)COc1c(Cl)cccc1Cl
-4%	COc1ccc(NC(=O)CSc2nnc3ccc(-c4ccncc4)nn23)cc1
-1%	O=C1C[C@H](c2ccc(O)cc2)Oc2cc(O[C@@H]3O[C@H](CO)[C@@H](O)[C@H](O)[C@H]3O)cc(O[C@@H]3O[C@H](CO)[C@@H](O)[C@H](O)[C@H]3O)c21
4%	OCc1ccccc1OCCCN1CCC(Cc2ccccc2)CC1
-9%	CC(Sc1ccc(Cl)cc1)C(=O)N(C)CC(=O)Nc1ccc(N2CCOCC2)cc1 (centres undefined)
4%	CC(C)(C)OC(=O)C[C@@H]1C/C=C\C[C@H](CC(=O)N[C@@H](CO)Cc2ccccc2)C(=O)N[C@H](Cc2ccccc2)COC1=O
-5%	Cc1c(CCC(=O)NCCCN2CCCC2=O)c(=O)oc2c(C)c(O)ccc12
0%	COCCCNC(=O)C[C@H]1C[C@H](C(=O)N2CCCCC2)[C@@]2(CCc3ccccc3)c3[nH]c4ccc(Cl)cc4c3CCN2C1=O
-5%	CC(=O)Nc1ccc(S(=O)(=O)NCCC(=O)OCC(=O)NNC(=O)c2ccccc2)cc1
0%	Cc1cc(C)n(CC(O)COc2ccc(C(C)C)c(C)c2)n1 (centres undefined)
4%	CCCCN(C(=O)c1cc2c(s1)CCCCC2)c1c(N)n(CCC)c(=O)[nH]c1=O
1%	CCN(c1ccccc1)S(=O)(=O)c1cccc(C(=O)N(C)CCOc2ccccc2)c1
-4%	O=C(CN1C(=O)NC2(CCCc3ccccc32)C1=O)NCc1cccs1 (centres undefined)
2%	O=C(CSc1n[nH]c(-c2cccs2)n1)N1CCCC1
-6%	Cc1ccc2c(=O)n3c(nc2c1)C(Cc1ccccc1)NC(=O)c1ccc(Cl)cc1-3 (centres undefined)
4%	CC(C)c1ccc(NC(=O)CSc2nc(=O)n(CCCN3CCOCC3)c3c2CCC3)cc1
-9%	CCN1C(=O)[C@H]2[C@@H](c3ccc(-c4ccccc4)c(OC)c3)N[C@@](CC(C)C)(C(=O)OC)[C@H]2C1=O
2%	CN(C(=O)c1cccc(NC(=O)C2CCN(C(=O)OC(C)(C)C)CC2)c1)C1CCCCC1
3%	Cc1noc(C)c1COc1ccccc1C(=O)N1CCN(S(=O)(=O)c2cccc([N+](=O)[O-])c2)CC1
7%	Cc1ccc(C(=O)NNC(=O)c2cccc(S(=O)(=O)N3CCOCC3)c2)cc1
3%	COC(=O)[C@H](Cc1ccc(O)cc1)NC(=O)Cn1cnc(C(=O)Nc2ccc(C)c(C)c2)n1
-1%	Cc1cccc(C(=O)NCC(=O)OCC(=O)c2ccc(C)s2)c1
15%	CCS(=O)(=O)N1CCCC(C(=O)Oc2ccc(Br)cc2)C1 (centres undefined)
5%	CCOC(=O)C1CCCN(C/C=C/c2ccccc2)C1 (centres undefined)
?	COc1ccc(N2CCN(C(=O)c3cccc(S(=O)(=O)N4CCCc5ccccc54)c3)CC2)cc1
1%	C#CCOCCOCCOCCNc1nc(N2CCN(C(=O)[C@H](CCCCN)n3cc([C@@H](N)[C@H](C)CC)nn3)CC2)nc(N2CCN(C(=O)[C@H](CCC(=O)O)n3cc([C@@H](N)CCSC)nn3)CC2)n1
-3%	C=CCC[C@@H](Cc1ccc(F)cc1)C(=O)OC[C@@H](Cc1ccccc1)NC(=O)[C@@H](CC=C)CC(=O)N[C@@H](CO)Cc1ccccc1
2%	Cc1cc(Nc2ccc([N+](=O)[O-])cc2)c2ccccc2n1
0%	CC(C)(C)NC(=O)C[C@H]1C[C@H](C(=O)N2CCCCC2)[C@@]2(CCc3ccccc3)c3[nH]c4ccc(Cl)cc4c3CCN2C1=O
-6%	COCCCn1c(=O)c2ccccc2n(Cc2ccc(C)cc2)c1=O
-4%	c1cc[n+](CCCC[n+]2ccccc2)cc1

Look-ups from the list:
Cc1noc(C)c1COc1ccccc1C(=O)N1CCN(S(=O)(=O)c2cccc([N+](=O)[O-])c2)CC1 – L3MBTL1 block: 3%
O=C(NC1CCS(=O)(=O)C1)c1cccc(Br)c1 (centres undefined) – L3MBTL1 block: 3%
CN(CC(=O)NCc1ccc2c(c1)OCO2)S(=O)(=O)c1ccc(Cl)cc1 – L3MBTL1 block: -1%
c1cc[n+](CCCC[n+]2ccccc2)cc1 – L3MBTL1 block: -4%
CCOC(=O)C1CCCN(C/C=C/c2ccccc2)C1 (centres undefined) – L3MBTL1 block: 5%
O=C(Cc1cccs1)NCc1ccc(Cl)cc1 – L3MBTL1 block: 1%

Going on with the list:
L3MBTL1 block	compound
7%	Cc1ccccc1CN1[C@@H](CC2CCCCC2)COCCS1(=O)=O
-7%	CC(Oc1cccnc1[N+](=O)[O-])C(=O)Nc1cccc(Cl)c1 (centres undefined)
0%	N#C/C(=C\c1c[nH]c2ccccc12)C(=O)NC1CCCC1
-4%	COc1ccc(-c2noc(N3CCC(C(=O)Nc4ccccc4OC)CC3)n2)cc1
-2%	COc1ccc(N(C)S(=O)(=O)c2cccc(C(=O)Nc3cccc(C(=O)NC4CC4)c3)c2)cc1
-2%	COc1cccc(NC(=O)NC2CC(=O)N(c3ccc4c(c3)OCCO4)C2)c1 (centres undefined)
-13%	COc1cccc(CN2c3ccc(Br)cc3C(=O)CS2(=O)=O)c1
35%&-4%[activator]	COc1ccc(C(=O)OCC#CCSc2nnc(-c3cccc4ccccc34)o2)cc1
-2%	O=C1c2ccc(Oc3ccc([N+](=O)[O-])cc3)cc2C(=O)N1CCCO
2%	CC(C)C[C@@H](CO)N1CCN(Cc2ccc(O)cc2)CCC1=O
-1%	Cc1ccc(C(=O)N2CCN(c3ccccc3O)CC2)cc1S(=O)(=O)N1CCCCC1
4%	C[C@H](CO)N1C[C@H](C)[C@@H](CN(C)C(=O)Nc2ccccc2)Oc2ccc(NC(=O)CCN3CCOCC3)cc2C1=O
7%	CC1CCN(C(=O)COC(=O)CNC(=O)C23CC4CC(CC(C4)C2)C3)CC1
6%	COc1cccc(-c2sc3ccc(OC)cc3c2C#CCCO)c1
-2%	COc1ccc(C(=O)Nc2ccc(NC(C)=O)cc2)cc1S(=O)(=O)N1CCCCC1C (centres undefined)
-5%	CC1Cc2ccccc2N1S(=O)(=O)c1cccc(C(=O)N2Cc3ccccc3CC2C(N)=O)c1 (centres undefined)
-3%	O=C(Nc1ccccc1C(=O)Nc1ccc(Br)cn1)c1cccc([N+](=O)[O-])c1
0%	CCN(C(=O)COC(=O)c1cccnc1)c1cccc2ccccc12
4%	COC(=O)c1c(NC(=O)C2=COCCO2)sc(C)c1C
9%	O=C(N/N=C/c1ccccc1Cl)c1ccncc1
0%	CCCCN(C(=O)C1CSC2(C)CCC(=O)N12)c1c(N)n(Cc2ccccc2)c(=O)[nH]c1=O (centres undefined)
-7%	Cc1cc(F)ccc1Oc1cc(NN2CCCCC2)c([N+](=O)[O-])cc1[N+](=O)[O-]
7%	CN(CC(=O)Nc1cccc(F)c1)C(=O)c1sccc1-c1ccccc1
0%	CC1(C)OC(C)(C)/C(=C\c2ccc(OCC(N)=O)cc2)C1=O
-7%	O=[N+]([O-])c1cc2c(cc1CN1CCN(c3ccccc3F)CC1)OCO2
20%	O=C(CN1C(=O)NC2(CCCC2)C1=O)Nc1nc2ccccc2s1
5%	CC(=O)Nc1ccc(S(=O)(=O)NCC(=O)OCC(=O)N2CCCCCC2)cc1
-2%	Cc1ccc(C)c(S(=O)(=O)N2CCCC2CNC(=O)C(=O)NCCc2ccco2)c1 (centres undefined)
1%	CCCCCN(C(=O)CCC(=O)OC(C)C(=O)NC1CCCCC1)c1c(N)n(CCCC)c(=O)[nH]c1=O (centres undefined)
-6%	O=C(CSc1n[nH]c(-c2cccs2)n1)N1CCOCC1
1%	CCN(C(=O)CSc1nnc(-c2ccco2)n1CC)c1c(N)n(Cc2ccccc2)c(=O)[nH]c1=O
-6%	NC1=NC(=O)/C(=C/c2ccc(-c3ccc(S(N)(=O)=O)cc3)o2)S1
0%	Cc1cc(NC(=O)CSc2nnc(NCc3ccco3)s2)no1
-10%	CSc1ccc(S(=O)(=O)NCC(=O)OCC(=O)NC2(C#N)CCCCC2)cc1[N+](=O)[O-]
1%	C=CCC[C@H](Cc1ccc(F)cc1)C(=O)OC[C@H]1CCCN1C(=O)[C@@H](CC=C)CC(=O)NCCO
-1%	O=C(CCNS(=O)(=O)c1ccc(Br)cc1)NCC1CCCO1 (centres undefined)
-11%	CCOC(=O)CCCC(=O)Nc1ncnc2c1C(c1ccccc1)c1c(ccc3ccccc13)O2 (centres undefined)
6%	O=C(COc1ccccc1[N+](=O)[O-])NCC1(N2CCCCC2)CCCCC1
-1%[2.29 µM]	O=C(O)CSc1nnc(-c2ccc(Cl)cc2Cl)n1-c1ccc(Cl)cc1
0%	CCOC(=O)C1CCN(C(=O)CCC(=O)NCCc2ccc(Cl)cc2)CC1
-3%	O=S(=O)(Nc1cc(Cl)ccc1-n1cncn1)c1ccc(F)cc1
3%	CC(=O)N1CCN(S(=O)(=O)c2cccc(C(=O)NNC(=O)COc3c(C)cccc3C)c2)CC1
3%	Cc1c(C(=O)NCC2CCCO2)oc2c(Cl)cccc12 (centres undefined)
-6%	CC(C)(C)c1ccc(/C=N/Nc2nncn2N)cc1
-8%	COc1ccc(C(=O)Nc2nc(CC(=O)NCCc3ccccc3)cs2)cc1
24%	Cc1ccn2cc(C(=O)N3CCN(c4cnn(-c5ccccc5)c(=O)c4Cl)CC3)nc2c1
5%	Cc1noc(C)c1C(=O)NCC1COc2ccccc2O1 (centres undefined)
-10%	O=C(CSC1=Nc2ccccc2C2CC=NN12)NCc1ccco1 (centres undefined)
-2%	Cc1cccc(NS(=O)(=O)c2cc3c4c(c2)CCC(=O)N4CCC3)c1
-10%	CC(=O)c1c(C)[nH]c(C(=O)COC(=O)CCNS(=O)(=O)c2ccc(C)c(C)c2)c1C

5 compounds from above, sorted by the number in L3MBTL1 block, low to high.
L3MBTL1 block	compound
-3%	O=S(=O)(Nc1cc(Cl)ccc1-n1cncn1)c1ccc(F)cc1
-2%	Cc1ccc(C)c(S(=O)(=O)N2CCCC2CNC(=O)C(=O)NCCc2ccco2)c1 (centres undefined)
0%	Cc1cc(NC(=O)CSc2nnc(NCc3ccco3)s2)no1
1%	CCCCCN(C(=O)CCC(=O)OC(C)C(=O)NC1CCCCC1)c1c(N)n(CCCC)c(=O)[nH]c1=O (centres undefined)
3%	Cc1c(C(=O)NCC2CCCO2)oc2c(Cl)cccc12 (centres undefined)

Further records.
L3MBTL1 block	compound
45%[activator]	Cc1ccc(C(=O)NNS(=O)(=O)c2ccc(F)cc2)cc1
26%	Cc1cc(NC(=O)CSCC(=O)N2CCN(c3cccc(C(F)(F)F)c3)CC2)no1
-11%	c1ccc(C[C@H]2CNCCN2CCC23CC4CC(CC(C4)C2)C3)cc1
-1%	C[C@@H]1CN([C@H](C)CO)C(=O)Cc2cc(NS(=O)(=O)c3ccc(Cl)cc3)ccc2O[C@H]1CN(C)Cc1ccc(C(F)(F)F)cc1
2%	Cc1nsc2nc3c(F)c(F)c(F)c(F)c3cc12
